GPR151 activ: activates the human receptor GPR151; Q8TDV0; activation, % at 11.2 µM; 650,000 tested, 1% active; PathHunter beta-arrestin GPR151 cells, luminescence; in the data active means activation above about 4.9%;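 further: 0% = median of compound wells and 100% = cells with positive control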
Target sequence (Q8TDV0 whole entry, looked up): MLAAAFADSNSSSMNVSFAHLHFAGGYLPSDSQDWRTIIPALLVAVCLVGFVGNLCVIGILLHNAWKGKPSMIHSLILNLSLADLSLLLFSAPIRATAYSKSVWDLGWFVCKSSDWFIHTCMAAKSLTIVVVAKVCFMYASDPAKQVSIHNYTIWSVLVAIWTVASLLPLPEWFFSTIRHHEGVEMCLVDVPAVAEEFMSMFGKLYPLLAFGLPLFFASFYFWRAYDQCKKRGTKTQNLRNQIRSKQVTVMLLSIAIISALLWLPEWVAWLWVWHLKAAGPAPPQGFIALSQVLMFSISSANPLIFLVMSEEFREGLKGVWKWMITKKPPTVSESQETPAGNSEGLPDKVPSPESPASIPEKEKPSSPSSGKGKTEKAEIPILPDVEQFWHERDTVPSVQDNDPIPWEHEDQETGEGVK
MITF primary: blocks human microphthalmia-associated transcription factor. O75030. AlphaScreen MITF homodimerization, bead proximity signal. inhibition, % at 2.6 µM. 650,000 tested, 0.91% active; in the data active means inhibition above about 50%;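 further: 0% = vehicle wells with protein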
Target sequence (O75030 whole entry, looked up): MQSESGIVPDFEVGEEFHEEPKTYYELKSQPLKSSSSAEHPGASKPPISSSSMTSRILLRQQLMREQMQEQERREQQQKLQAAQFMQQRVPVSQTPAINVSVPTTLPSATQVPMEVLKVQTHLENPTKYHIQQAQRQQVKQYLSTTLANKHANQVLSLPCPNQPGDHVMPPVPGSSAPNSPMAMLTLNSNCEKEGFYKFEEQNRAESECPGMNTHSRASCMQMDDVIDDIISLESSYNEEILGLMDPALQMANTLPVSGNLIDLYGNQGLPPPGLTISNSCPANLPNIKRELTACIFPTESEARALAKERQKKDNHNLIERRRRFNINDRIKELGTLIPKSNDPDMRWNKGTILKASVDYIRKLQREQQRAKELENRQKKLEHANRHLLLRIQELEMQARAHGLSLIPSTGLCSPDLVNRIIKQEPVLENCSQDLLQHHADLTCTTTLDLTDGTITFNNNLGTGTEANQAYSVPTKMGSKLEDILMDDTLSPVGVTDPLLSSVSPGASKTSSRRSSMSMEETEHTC
TEAD-YAP block: TEAD-YAP interaction inhibition | HEK-TIYL cells, TEAD-Gal4/YAP UAS-luciferase luminescence | inhibition, % at 9.12 µM | 640,000 tested, 1.4% active | AID 1259422; in the data active means inhibition above about 32%;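 further: 0% = median of test compound wells and 100% = reference inhibitor wells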
FBW7 activator: human FBW7 E3 ligase activation, primary screen | 650,000 tested, 0.13% active | Q969H0 | AlphaScreen FBW7–phospho-cyclin E peptide binding, activator screen | AID 1259310 | normalized activity (activation), % at 26.1 µM; in the data active means normalized activity above about 1.9%;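 further: purified mutant Fbw7 with reduced substrate affinity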
Active calls of the source: *; & = joins results of further samples.

SMILES | GPR151 activ | MITF primary | TEAD-YAP block | FBW7 activator
CN(C)C(=O)[C@H](O)CNC(=O)c1ccnc(Nc2ccc3[nH]ncc3c2)c1 | 4.8 | -0.6 | 13.9 | -0.7
Cc1nc2c(C(=O)O)cnn2c(C)c1Cc1ccccc1F | 0.1 | 0.4 | 0.7 | 0.1
COc1c(-c2ccncc2)ccc2[nH]c(C3COc4ccccc4C3)nc12 (stereo not given) | 0.1 | -5.2 | -14.1 | 0.0
CCc1nn2c(C3CCNCC3)ccnc2c1-c1cccs1 | -0.3 | 15.6 | 11.0 | 0.1
CCOc1ccc(NC2=NCC(=O)N2Cc2ccccc2)cc1 | 0.2 | 21.2 | 10.7 | -0.1
CCCCN(CC)C(=O)CSc1nc2ccccc2c(=O)n1CC1CCC(C(=O)NCCc2ccccc2)CC1 (stereo not given) | -1.5 | 4.3 | -3.0 | -0.3
Cc1cc(-c2ccccc2)c(C#N)c(SCC(N)=O)n1 | 1.4 | 5.4 | 11.5 | 0.3
CCCN(CCC)C(=O)c1c[nH]c2ccc(S(=O)(=O)N(C)c3ccc(C)c(C)c3)cc2c1=O | 0.1 | 9.0 | 8.2 | 0.5
CCSc1nnc(NC(=O)CSc2nnc(CNC(=O)Cc3ccccc3)n2-c2c(CC)cccc2CC)s1 | 0.1 | -4.7 | 5.1 | 0.0
CCc1ccc(C2=NN(CCC(=O)NCCc3ccc(OC)c(OC)c3)C(=O)CC2)cc1 | 0.0 | 1.0 | -5.3 | 0.3
NC(C(=O)N1CCC(Nc2ccc3[nH]ncc3c2)C1)c1ccc(Br)cc1 (stereo not given) | -0.3 | 8.0 | 6.0 | -0.3
COc1ccc(-n2c(SCC(=O)Nc3ccccc3C(F)(F)F)nc3ccsc3c2=O)cc1 | -0.8 | 17.0 | 6.9 | 0.2
CN(CCc1ccccn1)c1ncnc2c1cnn2C | 1.1 | 4.2 | -23.2 | 0.2
CC(C)Oc1ccc(CNC(=O)C2CCN(c3nnc(N4CCCC4=O)s3)CC2)cc1 | -1.1 | 6.8 | 2.1 | 0.1
CCC1Oc2ccccc2N(CC(=O)NCCN2CCC(Cc3ccccc3)CC2)C1=O (stereo not given) | 0.5 | -1.0 | 3.2 | -0.2
O=C1CC2(CCN(C(=O)C3CCCC3)CC2)Oc2ccc(F)cc21 | 0.5 | -3.4 | -1.1 | 0.0
Cc1nnc(SCC(=O)N2c3ccccc3C(C)(c3ccc(Cl)cc3)CC2(C)C)s1 (stereo not given) | -1.1 | 4.7 | 1.7 | 0.1
COc1cc(/C=C2/NC(=O)N(Cc3ccc(Cl)cc3)C2=O)cc(Br)c1OC | 0.0 | 2.2 | 4.0 | 0.0
C/C(=C\c1ccccc1)C(=O)Nc1ccc(S(=O)(=O)Nc2nccc(C)n2)cc1 | -1.4 | -23.6 | 1.6 | 0.3
C=CC1CCC(O)C(N(C)C(=S)Nc2ccccc2)C1 (stereo not given) | 3.1 | -9.7 | -22.0 | 0.0
Cc1nc2ccccc2c2oc(C(=O)N3CCCC(C)C3)cc12 (stereo not given) | 4.1 | 5.4 | -2.6 | 0.1
Cn1ccc(C(=O)Nc2nc(-c3ccc(Cl)cc3Cl)cs2)n1 | -0.9 | 1.8 | -8.9 | 0.2
O=C(c1cc(S(=O)(=O)N2CCCCC2)ccc1Cl)N1CCOCC1 | 1.6 | 6.9 | 1.4 | 0.3
CN(C)CCCOC(=O)c1cccc(Cl)c1 | -0.9 | 1.8 | 6.4 | -0.1
COc1cc(OC)c(Nc2c(-c3ccc(C)cc3)c(=O)c2=O)cc1Cl | -1.9 | -1.2 | -3.2 | 0.0
O=C(Nc1ccccc1C(F)(F)F)c1ccc(CN2CCN(c3ccccc3)CC2)cc1 | -0.6 | 0.6 | 47.3* | 0.4
COc1ccc(-n2nc(C(=O)Nc3nc4ccccc4s3)c3ccccc3c2=O)cc1 | -1.7 | -2.9 | -8.1 | 0.0
Cc1cc(Nc2ccccc2)nc(NC2CCN(Cc3ccccc3)CC2)n1 | -1.3 | 26.4 | -0.2 | 0.1
Cc1cc2n(n1)C(c1cccc(O)c1O)Nc1c(C)cccc1-2 (stereo not given) | 0.0 | 16.5 | -3.2 | -0.1
CN(C)c1cccc(Nc2cccc(C(=O)NCc3cccc(C(F)(F)F)c3)n2)c1 | 0.6 | -0.3 | 1.3 | 0.0
CCOc1ccc(N2C(=O)CC(N(Cc3ccco3)C(=S)NC)C2=O)cc1 (stereo not given) | 0.2 | 5.4 | 7.8 | 0.0
O=C(Nc1nc2ccc3ccccc3c2s1)c1cccc(C(F)(F)F)c1 | -0.3 | 2.6 | 5.1 | 0.1
COc1cc(NC(=O)C(=O)NCc2ccco2)c(OC)cc1Cl | -0.4 | -4.3 | 3.6 | -0.1
O=C(Nc1cccc(Cl)c1)c1cc([N+](=O)[O-])ccc1N1CCN(CCO)CC1 | -1.5 | -7.4 | -8.3 | 0.8
Cc1cc(N(CC(=O)NCc2ccco2)S(C)(=O)=O)ccc1Br | -0.7 | 5.2 | -0.7 | -0.3
O=C(O)c1cccc(NC(=S)N/N=C/c2ccc(F)cc2)c1 | 2.5 | -9.3 | -24.9 | -0.1
COc1ccc(NC(=O)Oc2ccccc2)cc1Cl | -1.5 | 12.4 | 0.7 | 0.0
Cc1ccc(-n2cc(C(=O)Nc3ccc(F)cc3F)c3ccccc3c2=O)cc1C | -1.1 | 9.2 | 2.9 | -0.1
O=C1NC2(CCN(C(=O)c3cccc4ncccc34)CC2)Nc2ccccc21 | -0.2 | -10.7 | 12.3 | 0.5
CC1=CCC(C(=O)O)(C(=O)N/N=C/C2=C(O)CC(C)(C)CC2=O)CC1c1ccc(F)cc1 (stereo not given) | -0.2 | 36.0 | 3.9 | -0.6
CC1CCCC(NC(=O)c2cccc3c2SCCC3=O)C1C (stereo not given) | -2.5 | 0.3 | 9.4 | -0.1
COc1ccc(CC2(CCC(=O)NCCc3ccco3)CCC(=O)N2)cc1 (stereo not given) | -1.1 | 6.5 | -7.5 | 0.2
O=C(N[C@H]1CCCCNC1=O)c1ccc(CN2CCC(c3ccccc3)CC2)[nH]c1=O | 5.3* | -12.8 | 3.2 | 0.1
CC(=O)c1ccc(-c2cc(Cl)c3c(c2)CC(CNC(=O)c2cnsn2)O3)s1 (stereo not given) | 0.6 | 7.3 | 12.0 | 0.2
CC(=O)N(C)c1ccc(Oc2ccc(C)nn2)cc1 | 0.3 | 25.3 | -6.3 | 0.1
C/C(=N\NC(=O)c1cccnc1)c1cccc([N+](=O)[O-])c1 | 2.5 | -5.9 | -13.9 | -0.1
Cc1c(C(=O)NCc2ccc(F)cc2)sc2ncnc(N3CCN(c4ccccc4F)CC3)c12 | 0.3 | 7.3 | -0.4 | -0.2
Nc1cc(Cl)ccc1C(=O)OCCOc1ccc(Br)cc1 | 1.3 | 4.9 | 1.1 | 1.3
CC(=O)NC12CC3CC(C1)CC(n1ncc(Nc4ccc(Cl)cc4)c(Cl)c1=O)(C3)C2 | -0.9 | 11.4 | 1.5 | 0.6
COc1ccccc1NC(=O)C1=NN(c2ccccc2)C(=O)CC1 | 0.1 | 14.2 | 7.3 | -0.1
CCCC(=O)Nc1ccc2c(c1)CCN2C(=O)C1CC1 | 0.5 | 12.8 | -2.0 | 1.1
CC1CCCN(c2nc3c(S(=O)(=O)c4ccccc4)nnn3c3ccccc23)C1 (stereo not given) | -1.5 | 7.9 | 10.8 | 0.0
COc1cccc(-n2c(=O)c3c(C)c(C)sc3n(CC(=O)NC3CCCC3)c2=O)c1 | 0.0 | -9.7 | -8.9 | -0.1
COc1ccccc1OCC(=O)NCC1CCCN(C(=O)c2ccccc2C(C)=O)C1 (stereo not given) | 0.1 | -3.9 | 0.7 | -0.1
CC(=O)C1=C(C)NC(SCC(N)=O)=C(C#N)C1c1ccc(Br)cc1 (stereo not given) | 3.4 | -7.0 | -8.2 | 0.0
COCCNC(=O)C1CC(c2ccccc2O)=NO1 (stereo not given) | 3.0 | 4.3 | -7.4 | -0.2
Cc1ccc(-n2nc3c(c2NC(=O)c2ccccc2F)CSC3)c(C)c1 | 0.6 | 18.2 | -2.1 | 0.1
COc1ccc(NC(=O)CC(C)C)c(OC)c1 | 1.7 | -13.3 | 3.1 | -0.1
COc1ccc(/C=C/CN2CCN(CCc3ccccc3)C(CCO)C2)cc1 (stereo not given) | 1.4 | 13.3 | -0.6 | 0.1
COc1cccc(N2C(=O)CC(Sc3ccccn3)C2=O)c1 (stereo not given) | -0.3 | 6.3 | -0.3 | -0.1

Remaining list, next part.
SMILES | GPR151 activ | MITF primary | TEAD-YAP block | FBW7 activator
CCOC(=O)C1=CS/C(=C2/C(=S)C(C)(C)Nc3c(OCC)cccc32)S1 | -0.1 | 53.4* | -5.3 | -0.4
Cc1ccc(C(=O)C2=C(O)C(=O)N(CCCN(C)C)C2c2ccccn2)o1 (stereo not given) | -1.1 | -13.8 | 2.1 | -0.3
CC(Oc1cccc(Cl)c1)C(=O)NCc1cccs1 (stereo not given) | 0.6 | 4.1 | 3.8 | 0.0
CCOC(=O)c1c(-c2cccc3ccccc23)csc1NC(=O)/C=C/C(=O)O | -1.4 | 13.1 | 33.5* | -0.1
CC(C)CC(=O)Nc1scc(-c2ccccc2)c1C(=O)N1CCCC1 | -0.9 | -7.8 | 4.3 | -0.1
CCCCn1c(CNC(=O)c2ccco2)nnc1SC(C)C(=O)Nc1sc2c(c1C(=O)OCC)CCCCC2 (stereo not given) | -0.6 | 8.2 | 4.5 | 0.0
O=C1N/C(=C/c2cccn2-c2cccc([N+](=O)[O-])c2)C(=O)N1Cc1ccc(F)cc1 | 0.4 | -11.8 | -0.3 | 0.1
O=C(CN(c1ccccc1F)S(=O)(=O)c1ccccc1)Nc1ccccc1F | 1.6 | 4.4 | 1.8 | -0.1
CN(C)c1ccc(/C=N/Nc2ccc3nnnn3n2)cc1 | 0.6 | -7.1 | -10.3 | 0.0
CCCCCNC(=O)C1CCC(Cn2c(=O)[nH]c3ccccc3c2=O)CC1 (stereo not given) | 1.4 | -6.9 | -1.4 | -0.2
O=C(NCC1OCCc2ccccc21)c1cccc(Br)c1 (stereo not given) | 0.4 | -0.4 | -0.9 | 0.6
CC1=C(C(=O)Nc2ccccc2)C(c2ccco2)C(C#N)=C(SCC(=O)Nc2ccc(F)cc2)N1 (stereo not given) | 5.9* | 15.5 | 4.4 | 0.1
COc1cc(NC(=O)c2cc(Cl)ccc2OC)cc(OC)c1 | -0.2 | 9.4 | 1.3 | 0.0
Cc1ccc(C(CC(=O)c2ccc(Br)cc2)Nc2cccc(Cl)c2)cc1 (stereo not given) | 0.7 | 3.4 | -6.7 | -0.1
O=C(NCCCO)/C(=C\c1cccc([N+](=O)[O-])c1)NC(=O)c1ccccc1 | -0.2 | -5.3 | -0.1 | -0.2
C=CCOc1ccc(/C=C2/C(=O)ON=C2C)cc1OCC | -0.1 | 25.5 | 3.8 | 0.2
CCOC(=O)C(=O)Nc1nnc(Cc2ccc(OC)c(OC)c2)s1 | -0.3 | 15.1 | 10.4 | 0.2
CNC(=S)N1N=C(c2ccccc2)CC1c1cccc([N+](=O)[O-])c1 (stereo not given) | 2.2&-0.6 | 5.5&4.2 | 0.1&-4.3 | -0.1&0.0
N#C/C(=C/c1ccc([N+](=O)[O-])cc1)c1ccc(C#N)cc1 | -0.9 | 23.2 | 14.3 | 0.0
CCOC(=O)COc1ccc(C2NC(C(=O)O)CS2)cc1OCC (stereo not given) | -0.4 | 1.1 | -3.0 | 0.0
O=C(NCCSc1c[nH]c2ccccc12)c1ccccc1F | -0.1 | 11.1 | 1.0 | 0.1
CCS(=O)(=O)N1CCN(C(=O)COc2ccc(C)cc2)CC1 | 1.3 | -8.0 | -0.6 | -0.1
CC(C)Oc1ccc(C=C2C(=O)N(C)C(=O)N(C)C2=O)cc1 | -0.7 | 7.3 | 1.4 | -0.9
O=S(=O)(NCc1nc(-c2ccc(Cl)cc2)no1)c1ccccc1 | -1.7 | 2.4 | 10.9 | 0.5

One compound at a time (already shown). Order of values: GPR151 activ, MITF primary, TEAD-YAP block, FBW7 activator
Entry for C=CCOc1ccc(/C=C2/C(=O)ON=C2C)cc1OCC → -0.1, 25.5, 3.8, 0.2
Entry for CCS(=O)(=O)N1CCN(C(=O)COc2ccc(C)cc2)CC1 → 1.3, -8.0, -0.6, -0.1
Entry for O=S(=O)(NCc1nc(-c2ccc(Cl)cc2)no1)c1ccccc1 → -1.7, 2.4, 10.9, 0.5
Entry for O=C(NCCCO)/C(=C\c1cccc([N+](=O)[O-])c1)NC(=O)c1ccccc1 → -0.2, -5.3, -0.1, -0.2

Going on with the list:
SMILES | GPR151 activ | MITF primary | TEAD-YAP block | FBW7 activator
COc1ccc(OC)c(NC(=O)c2c(OC)cccc2OC)c1 | 0.4 | -10.9 | 6.6 | 0.1
Cc1ccc(NC(=O)CCc2nnc3ccc(NCc4ccccc4Cl)nn23)cc1 | 0.3 | -7.2 | 0.1 | 0.1
O=C(Nc1ccccc1[N+](=O)[O-])c1cc(S(=O)(=O)N2CCCC2)ccc1Cl | 0.5 | 9.4 | -0.8 | -0.3
COc1ccc(S(=O)(=O)n2cc(-c3ccccc3)c(N)n2)cc1 | -0.6 | 6.6 | -11.5 | -0.1
CC(C)(c1ccccc1)c1ccc(OCC(=O)Nc2nc3ccccc3s2)cc1 | -0.9 | -1.8 | -6.7 | -0.1

High-throughput results (PubChem BioAssay)
